# GSH fluor – compound fluoresces at 488/530 nm on GSH beads; GSH beads flow cytometry, compound fluorescence 488/530 nm; active compounds read high; fluorescence (KMESF) at 10 µM; hit rate 0.25% among 190,000; AID 1776; in the data active = fluorescence above about 89;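 also: glutathione beads carrying GST-tagged Bcl family fusion proteins plus one bare bead set; values are compound well signal with DMSO vehicle wells as background; inactives centre near 16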
# Rac1 act GTP bind – alters GTP binding to activated mutant human Rac1; hit rate 0.11% among 190,000; AID 764; GST-Rac1 activated beads, fluorescent GTP binding, flow cytometry; actives lie on both sides; 100% means binding = to untreated wells; percent activity (GTP binding), % at 10 µM;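 active = GTP binding at least 20 percentage points away from the 100% baseline, in either direction, so actives lie on both sides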
# HRas wt GTP bind – modulators of GTP binding to human HRas wildtype. P01112. GST-Ras wt beads, Bodipy-FL-GTP binding, flow cytometry; actives lie on both sides. GTP binding activity, % at 10 µM. hit rate 0.14% among 190,000;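 active = GTP binding activity at least 20% away from the 100% baseline, either lowered as inhibitor or raised as activator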;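 also: 0% = unlabeled GTP competition control and 100% = no-compound control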
# Target sequence (P01112 whole entry, looked up): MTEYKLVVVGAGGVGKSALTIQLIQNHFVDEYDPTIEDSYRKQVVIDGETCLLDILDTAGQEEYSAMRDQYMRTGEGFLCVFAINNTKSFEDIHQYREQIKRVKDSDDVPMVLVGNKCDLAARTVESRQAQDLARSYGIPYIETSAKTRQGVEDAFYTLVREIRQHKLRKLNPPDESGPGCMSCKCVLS
# Rab2 wt GTP – changes GTP binding to wildtype dog Rab2A, up or down. GTP binding activity, % at 10 µM. AID 760. hit rate 0.19% among 190,000. GST-Rab2 wt beads, Bodipy-GTP binding, flow cytometry. P61105;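 active = GTP binding activity at least 20 points away from 100%, either lowered or raised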;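 also: 0% = beads with excess unlabeled GTP and 100% = no-compound control corrected for plate trend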
# Avidin bead fluor – avidin bead compound fluorescence profile; Avidin beads, compound fluorescence 488/530 nm, flow cytometry; active compounds read high; hit rate 0.38% among 220,000; fluorescence (KMESF) at 10 µM; in the data active = fluorescence above about 47; also: inactives centre near 10
# Pf gametocyte – kills late stage P. falciparum gametocytes. P. falciparum stage V gametocytes, ATP luminescence, 24 h. inhibition, % at 10.9 µM. hit rate 0.065% among 150,000;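 active = inhibition above the mean plus 3 SD of compounds within the control limits, set per campaign, cut at about 38% in these data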;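 also: 0% = DMSO wells and 100% = medium only without gametocytes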
# ABCG2 block – blocks JC-1 efflux by human ABCG2 transporter; Q9UNQ0; IgMXP3 cells, flow cytometry; inhibition, % at 6.6 µM; hit rate 0.1% among 190,000;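 active = inhibition above 80%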;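 also: 0% = DMSO and 100% = nicardipine control wells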
# Target sequence (Q9UNQ0 whole entry, looked up): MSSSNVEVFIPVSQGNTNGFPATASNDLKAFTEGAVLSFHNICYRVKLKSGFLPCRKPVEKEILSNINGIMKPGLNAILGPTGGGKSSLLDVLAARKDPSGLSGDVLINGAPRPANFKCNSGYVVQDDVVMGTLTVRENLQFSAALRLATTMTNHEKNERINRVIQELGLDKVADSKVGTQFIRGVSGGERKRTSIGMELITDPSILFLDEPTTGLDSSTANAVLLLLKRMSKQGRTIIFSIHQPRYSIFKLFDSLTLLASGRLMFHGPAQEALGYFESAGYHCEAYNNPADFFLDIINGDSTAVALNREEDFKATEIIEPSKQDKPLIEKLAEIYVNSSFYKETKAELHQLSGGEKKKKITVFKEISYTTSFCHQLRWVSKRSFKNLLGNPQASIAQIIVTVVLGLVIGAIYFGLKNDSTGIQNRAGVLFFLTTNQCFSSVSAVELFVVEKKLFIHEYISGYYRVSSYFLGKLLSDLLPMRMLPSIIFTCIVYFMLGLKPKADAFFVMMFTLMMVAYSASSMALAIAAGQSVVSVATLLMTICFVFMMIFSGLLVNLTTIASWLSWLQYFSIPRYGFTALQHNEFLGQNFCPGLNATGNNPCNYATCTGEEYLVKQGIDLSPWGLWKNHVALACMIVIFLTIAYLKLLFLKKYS
#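 Measure – % inhibition of efflux relative to nicardipine and DMSO · Test system – ABCG2 IgMXP3 and barcoded ABCB1 CCRF-Adr cell mix · Control set – nicardipine as high control, DMSO as low control · Compound – one concentration, 6.6 µM final · Signal – flow cytometry of retained JC-1 fluorescence · Timing – 10 min exposure at 25 °C with rotation, no wash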
# Rac1 wt GTP bind – modulators of human Rac1 wildtype GTP binding | GST-Rac1 beads, fluorescent GTP binding, flow cytometry; actives lie on both sides; 0 = cold GTP competed, 100 = untreated | GTP binding activity (% of control), % at 10 µM | AID 757 | hit rate 0.27% among 190,000;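 active = GTP binding activity at least 20 points away from the 100% control level, either lower or higher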
# Rab7 wt modul – modulators of GTP binding to dog Rab7 wildtype GTPase; GST-Rab7 beads, fluorescent GTP binding, flow cytometry; actives lie on both sides; untreated = 100%, excess cold GTP = 0%; GTP binding activity (percent of control), % at 10 µM; hit rate 0.055% among 190,000; AID 758;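 active = fluorescent GTP binding to Rab7 beads changed by at least 20 points from the 100% baseline, either direction, mostly lower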;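 also: median green fluorescence of bound Bodipy-FL-GTP per Rab7 bead population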
# ABCB1 inh – human ABCB1 inhibition, ABCG2 as counter-screen | P08183 | CCRF-Adr cells, JC-1 efflux, flow cytometry | inhibition, % at 6.6 µM | hit rate 0.067% among 190,000 | AID 1326; in the data active = inhibition above about 40%;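 also: 0% = vehicle and 100% = reference inhibitor; higher value means more JC-1 retained so stronger ABCB1 efflux block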
# Cdc42 wt GTP – changes GTP binding to wildtype human Cdc42; percent activity (GTP binding), % at 10 µM; hit rate 0.2% among 190,000; GST-Cdc42 beads, Bodipy-GTP binding, flow cytometry; actives lie on both sides; P60953;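 active = percent activity GTP binding at least 20 points away from the 100% baseline, either down as inhibitor or up as activator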;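 also: median bead fluorescence of bound Bodipy-FL-GTP at 100 nM; 0% = excess unlabeled GTP control and 100% = no compound control; below 100% means less GTP binding so inhibitor and above means activator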
# Target sequence (P60953 whole entry, looked up): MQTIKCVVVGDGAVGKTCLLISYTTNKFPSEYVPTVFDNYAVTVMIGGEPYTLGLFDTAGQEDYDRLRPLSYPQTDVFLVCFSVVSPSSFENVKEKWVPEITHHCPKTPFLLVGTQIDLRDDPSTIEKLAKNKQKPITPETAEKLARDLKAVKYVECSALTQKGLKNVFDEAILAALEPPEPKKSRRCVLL
# Numbers without * were called inactive; / = no result given; [ ] = another dose, or the depositor's remark.
SMILES,GSH fluor,Rac1 act GTP bind,HRas wt GTP bind,Rab2 wt GTP,Avidin bead fluor,Pf gametocyte,ABCG2 block,Rac1 wt GTP bind,Rab7 wt modul,ABCB1 inh,Cdc42 wt GTP
O=C(C1=C[C@H](c2ccc(Br)cc2)C[C@H](OCc2ccc(CO)cc2)O1)N1CCN(Cc2ccc3c(c2)OCO3)CC1,21,96,96,99,6,-6,5,98,103,4.0,96
O=C(CN1CCOCC1)Nc1cccc(S(=O)(=O)N2CCCCCC2)c1,9,94,96,97,20,-8,0,94,101,0.0,95
Cn1c(=O)c2[nH]c(Nc3ccccc3)nc2n(C)c1=O,30,100,101,101,24,/,45,108,102,0.7,103
CCc1nc(SCC(=O)N2c3ccccc3Sc3ccccc32)c2ccccc2n1,28,98,101,101,11,-1,18,103,104,3.2,101
CCn1c(/C=C/c2c[nH]c3ccccc23)nc2ccccc2c1=O,10,95,98,100,10,8,6,100,101,0.2,99
O=C1CC(SC(=Nc2ccccc2)Nc2ccccc2)C(=O)N1c1cccc2ccccc12 (stereo not drawn),13,102,101,104,7,/,5,102,106,0.6,99
Cc1cc(C)c2c(c1)c(C)cc1nnc(SCC(=O)NCc3ccco3)n12,19,100,102,103,24,/,4,102,100,1.1,103
Cc1ccc(S(=O)(=O)NCC2(c3ccccc3)CCOCC2)cc1,11,95,96,93,12,6,1,92,94,0.3,95
CCCCSC1=C(C#N)C(c2ccccc2C)C(C(=O)OCC)C(=O)N1 (stereo not drawn),26,101,100,102,12,7,12,103,97,1.5,100
CCOC(=O)CNC(=O)CSc1nnc(-c2ccco2)n1Cc1ccco1,22,95,98,99,11,/,0,97,98,0.0,98
CC1CC(C)CN(Cc2nc3c(c(=O)n(C)c(=O)n3C)n2CCN2CCOCC2)C1 (stereo not drawn),34,95,96,94,10,-25,8,94,95,1.6,97
Cc1c(/C=N/NC(=O)CNc2ccccc2)c2ccccn2c1C(=O)c1ccccc1,14,97,96,96,21,/,7,95,98,-1.6,97
COc1ccc(-c2noc(CSc3ccccc3)n2)cc1OC,37,100,102,101,8,/,-1,102,99,-1.8,101
CCC(C)NCC(=O)Nc1ccc(-c2nc3cc(NC(=O)CNC(C)CC)ccc3o2)cc1 (stereo not drawn),15,100,101,102,9,-5,2,103,99,-0.2,104
Cc1cc(C)c(C(=O)CSc2n[nH]c(=O)n2C2CC2)cc1C,14,99,99,100,9,/,3,101,97,0.7,102

# Overlap with the part before: 4 compounds, followed by the next part.
SMILES,GSH fluor,Rac1 act GTP bind,HRas wt GTP bind,Rab2 wt GTP,Avidin bead fluor,Pf gametocyte,ABCG2 block,Rac1 wt GTP bind,Rab7 wt modul,ABCB1 inh,Cdc42 wt GTP
Cc1c(/C=N/NC(=O)CNc2ccccc2)c2ccccn2c1C(=O)c1ccccc1,14,97,96,96,21,/,7,95,98,-1.6,97
COc1ccc(-c2noc(CSc3ccccc3)n2)cc1OC,37,100,102,101,8,/,-1,102,99,-1.8,101
CCC(C)NCC(=O)Nc1ccc(-c2nc3cc(NC(=O)CNC(C)CC)ccc3o2)cc1 (stereo not drawn),15,100,101,102,9,-5,2,103,99,-0.2,104
Cc1cc(C)c(C(=O)CSc2n[nH]c(=O)n2C2CC2)cc1C,14,99,99,100,9,/,3,101,97,0.7,102
Cc1cc(Nc2ccccc2)nn1C(=O)c1ccc(Br)cc1,7,95,96,96,6,/,0,97,95,-0.3,94
Clc1ccc(-c2nnc(-c3ccco3)nc2N2CCCCC2)cc1,6,96,97,92,9,10,-2,99,96,-0.5,94
O=C(N/N=C/c1cccc(Oc2ccccc2)c1)c1cccc(Br)c1,20,99,102,102,9,/,2,104,99,0.3,104
COC(=O)c1ccc(-n2nnnc2SCC(=O)Nc2ccccc2OC)cc1,13,101,104,102,7,/,7,103,99,0.9,103
Cc1nn(-c2ccc(F)cc2)c2nc(N)c(C#N)c(-c3cccs3)c12,43,100,100,101,4,/,0,101,99,0.0,100
O=C(NCc1ccccn1)C(=O)NCc1ccccn1,10,96,94,95,13,1,5,88,92,0.5,93
CC(C)CSc1ncc(-c2cccc(C(F)(F)F)c2)cn1,25,96,99,98,24,-1,4,102,101,0.3,97
COc1ccc(C(=O)N2CCN(c3cccc(Cl)c3)CC2)c(OC)c1,5,98,97,98,8,6,1,104,98,0.1,99
O=C(N/N=C/c1c[nH]c2ccc(Br)cc12)c1ccn(Cc2ccc(Cl)cc2Cl)n1,26,100,99,100,9,-9,-3,100,97,-0.8,100
COc1ccc(Cc2nc(C(=O)NCc3ccccc3OC)cs2)cc1,22,100,105,104,16,-18,1,104,100,0.5,105
Cc1cccc(/C(N)=N/OC(=O)Cc2cccc3ccccc23)c1,12,97,100,101,6,-2,2,100,103,-0.3,98
COc1ccc(CN2CCC(N(CCc3ccccc3)Cc3ccccc3)CC2)c(OC)c1,11,89,92,94,3,0,0,91,102,3.4,91
O=C(O)C1CSC(CCc2ccccc2)N1 (stereo not drawn),44,112,109,110,13,/,1,123*[activator],111,-0.1,114
O=C(CSc1nnc(-c2ccccc2)o1)OCc1ccccc1,16,98,100,100,8,/,1,101,107,0.6,102
CCCCN1CC2=C(C1=O)C(c1ccc(O)cc1)NC(=O)N2C (stereo not drawn),18,96,93,99,8,-4,0,98,104,-0.4,92
CCOC(=O)N1CCC(N2C(=O)c3ccccc3C2Nc2cc(OC)c(OC)c(OC)c2)CC1 (stereo not drawn),16,100,100,98,27,/,4,103,100,0.6,104
Cc1c(C=O)c2ccccn2c1C(=O)c1cccs1,17,97,91,93,14,/,14,96,93,1.6,92
Cc1cccc(C(=O)N2CCN(c3ccc([N+](=O)[O-])c(NCc4ccco4)c3)CC2)c1,22,100,103,103,13,-14,7,101,99,7.1,103
Cc1ccc2[nH]c(=O)c(NC(N)=S)nc2c1,19,92,84,83,10,/,4,89,94,0.3,85
O=C(Cc1cccs1)Nc1nnc(Cc2ccccc2)s1,16,96,100,101,4,/,0,100,94,0.0,97
O=C(O)CN1C(=O)CC(Cc2ccccc2)C1=O (stereo not drawn),45,96,98,97,12,-13,5,97,94,1.1,98
COc1ccc(C2=Nn3c(nnc3-c3ccccc3)SC2)cc1OC,57,90,80,82,9,-24,7,78*,93,0.4,80
CC(C)CC[n+]1ccn(-c2nc3ccccc3nc2[N-]S(=O)(=O)c2ccccc2)c1,19,105,107,106,7,/,2,105,98,0.5,105
COC(=O)c1ccccc1NC(=O)c1ccc(NS(C)(=O)=O)cc1,23,94,95,95,25,/,0,93,97,0.0,93
Cc1cc(Cl)ccc1NC(=S)Nc1cccnc1,16,98,101,101,12,/,1,100,100,0.5,102
CC(NC(=O)COC(=O)Cc1ccccc1[N+](=O)[O-])c1ccccc1 (stereo not drawn),7,98,98,98,28,4,25,101,99,0.7,96
CCS(=O)(=O)N1CCC(NC(=O)C2CCCCC2)CC1,40,100,103,101,36,/,3,108,103,0.6,103
CCN1CCN(CC(=O)N/N=C/c2ccc(F)cc2F)CC1,12,103,104,102,14,/,2,106,102,-0.5,105
Cc1ccc(-n2c(Cn3nc(C(F)F)cc3C(F)F)n[nH]c2=S)cc1,14,102,102,100,25,/,1,105,99,0.3,104
CC(C)(C)c1cnnn1-c1cccc([N+](=O)[O-])c1,10,96,101,98,13,12,4,98,102,0.6,96
CCC(CO)Nc1ncnc2c1cnn2-c1ccc(OC)cc1 (stereo not drawn),20,100,99,100,5,/,-1,98,97,-1.5,99
Cc1cc(C(=O)CSc2nnc(-c3ccc4c(c3)OCO4)o2)c(C)n1-c1ccc(F)cc1,11,81,87,80,22,/,67,82,90,0.4,85
Cc1ccc(C(C(=O)NC2CCCCC2)N2CCOCC2)cc1 (stereo not drawn),10,92,93,92,26,-13,0,91,91,0.1,93
NC(=O)c1c(NC(=O)c2cccs2)sc2c1CCCCCC2,6,104,104,104,6,/,0,109,103,0.2,108
Cn1c(CNc2cccc(Cl)c2)nnc1SCC#N,14,95,99,102,9,-14,8,101,103,0.4,101
COc1ccc(NC(=O)/C(C#N)=C/c2ccc3c(c2)n(C)c(=O)n3C)cc1,5,99,100,97,11,/,27,102,102,1.6,104
CC[n+]1c(/C=C(\C)SC)sc2ccccc21,29,100,102,101,16,/,2,102,94,1.6,105
Cn1nnc2cc(C(=O)NCc3ccco3)ccc21,25,96,96,95,12,-1,3,95,94,0.4,101
COc1ccc(NC(=O)CSc2c3c(nc4ccccc24)CCCC3)c(OC)c1,9,99,100,96,2,6,6,102,97,3.8,99
Cc1ccc(NC(=O)c2ccccc2F)nc1,12,94,97,91,34,-6,1,93,94,0.1,97
Cc1ccc(S(=O)(=O)N2CCN(S(C)(=O)=O)C2c2ccccc2)cc1 (stereo not drawn),34,99,100,98,9,3,-7,99,100,-5.4,100
Cc1cc(C)c(S(=O)(=O)C(C)C)c(=O)[nH]1,21,100,99,101,10,15,3,101,97,-0.1,103
COc1cc(OC)nc(Oc2ccccc2C(=O)Oc2ccccc2Cl)n1,22,97,99,96,5,-9,1,100,97,0.2,98
O=C(CN1CCN(c2cccc(C(F)(F)F)c2)CC1)Nc1cccc(C(F)(F)F)c1,49,93,97,96,6,/,0,95,99,0.1,93
CCC1Oc2ccc(Cl)cc2N(CC(=O)O)C1=O (stereo not drawn),22,98,101,98,28,/,13,106,101,1.2,101
COc1ccc(-n2c(=O)c3ccccc3n(Cc3ccccc3F)c2=O)cc1OC,20,95,99,98,10,5,4,98,98,1.4,97
CCCCNCC(=O)Nc1sc(C)c(C)c1C(=O)OCC,12,99,101,100,31,/,9,103,100,1.6,101
COc1cc(N)ccc1Cc1ccc(N)cc1OC,13,99,106,104,14,/,-1,103,102,-0.2,105
CCC(CC)c1nnc(NC(=O)C2COc3ccccc3O2)s1 (stereo not drawn),23,93,96,96,30,-40,4,92,97,0.9,97
COc1ccccc1S(=O)Cc1ccc(C(=O)NCCc2ccc(Cl)cc2)o1 (stereo not drawn),21,97,98,98,8,/,8,107,101,0.8,99
CCS(=O)(=O)NCc1ccc2[nH]c3c(c2c1)CCCC3,10,102,105,103,39,/,3,105,102,0.3,106
COc1ccc(C2CC(c3ccccc3OC(C)=O)=NN2C(=O)/C=C/c2ccccc2)cc1 (stereo not drawn),4,101,101,99,13,-11,18,104,98,3.8,98
CCOC(=O)C1C(C(=O)Nc2cccc(C(F)(F)F)c2)C1C(=O)NC(C)C (stereo not drawn),15,97,95,94,16,16,10,100,96,0.9,98
Cc1cccc(-n2nc3c(c2NC(=O)c2ccc(Br)o2)CSC3)c1C,15,100,102,102,35,-10,-1,104,98,-0.4,104

# Bioassay records as filed in PubChem.

# Hits appear at their usual frequency; any-hit rate near 1.1%.
